# Assay outcomes: PubChem, NCI
# All columns: NCI-60 one-dose screen, growth in % after 48 h at 10 µM unless noted; 100 = growth as untreated, 0 = no growth, -100 = all killed.
# HCT-15: HCT-15 colon cancer. 82,000 compounds, 5.2% hits
# HCC-2998: HCC-2998 colon cancer | 79,000 compounds, 4.7% hits | AID 1794799
# SW-620: SW-620 colon cancer; 82,000 compounds, 5.2% hits
# NCI-H322M: NCI-H322M lung cancer. 80,000 compounds, 2.7% hits
# SNB-75: SNB-75 CNS cancer | 79,000 compounds, 5% hits
# KM12: KM12 colon cancer cells; AID 1794800; 82,000 compounds, 5% hits
# HT29: HT29 colon cancer. 81,000 compounds, 7.4% hits. AID 1794748
# COLO 205: COLO 205 colon cancer. 79,000 compounds, 7.3% hits
# HCT-116: HCT-116 colon cancer. 82,000 compounds, 7.3% hits. AID 1794798
# An asterisk follows results filed as active; x = not tested or not shown; & = joins results of further samples; [ ] = another dose, or the depositor's remark. The calls were made as follows: active = growth percent below 10; inactive = the rest. Outcome played no part in choosing rows; about 12% have a hit in one of these screens.
molecule,KM12,HT29,NCI-H322M,COLO 205,HCT-116,SNB-75,SW-620,HCT-15,HCC-2998
Cn1cccc1-c1cc(-c2ccccc2F)c(C#N)c(=O)[nH]1,108,111,94,x,109,92,102,95,108
COc1ccc2cc(C#Cc3ccc(-n4c(/C=C/c5cc(C)c(O)c(C)c5)nc5ccccc5c4=O)c(C)c3)ccc2c1,107,90,102,103,102,100,111,99,102
COc1ccc(C2=NN(c3ccc(S(C)(=O)=O)cc3)C(=O)CC2)cc1,75,102,x,112,96,104,96,93,107
CCOC(=O)N1c2ccccc2C=CC1C#N (configuration not stated),105,108,95,102,105,89,106,105,98
Cc1c(C(=O)Nc2ccccc2)sc(N)c1C#N,100,96,98,120,107,98,106,102,107
COc1ccc2c(CC(=O)O)cc(=O)oc2c1,103[100 µM],109[100 µM],101[100 µM],122[100 µM],106[100 µM],77[100 µM],111[100 µM],111[100 µM],114[100 µM]
NC(=O)CSc1oc(-c2ccccc2)nc1S(=O)(=O)c1ccccc1,91,97,96,107,91,86,102,96,95
COc1ccc(NC(=O)Nc2ccc(OCc3ccccc3)cc2)cc1,102,100,83,106,98,96,100,90,102
Cc1cc(=O)c2cc(C(=O)c3ccccc3)ccc2[nH]1,84,86,96,88,99,93,82,115,93
CSc1nnc(-c2cnn3c2NC(c2ccccc2)C3)n1-c1ccc(C(F)(F)F)cc1 (configuration not stated),49,28,72,64,46,67,51,35,86
O=C1c2ccccc2C(=O)N1CCc1ccccn1,96,111,98,91,103,81,108,104,114
CCC1(C)CC(=O)NC1=O (configuration not stated),109&101,108&98,94&93,112&105,109&104,99&112,113&103,99&99,109&106
NS(=O)(=O)c1ccc(Nc2nc(N/N=C/c3cn[nH]c3-c3ccccc3)nc(Nc3ccccc3)n2)cc1,98,121,101,141,103,105,110,105,116
CCCCCCCCCCCCC1CCC(=O)O1 (configuration not stated),100,91,75,98,95,95,90,92,104
COC(=O)C1=C(C(=O)OC)C23C=C(C)C1C2=C(C)C1(CC1)[C@@](C)(O)C3=O (some centres not stated),30,-0.5*,-9.7*,-52*,5.3*,-56*,78,7.0*,-22*

# Brought forward from above: three entries, followed by the next part.
molecule,KM12,HT29,NCI-H322M,COLO 205,HCT-116,SNB-75,SW-620,HCT-15,HCC-2998
NS(=O)(=O)c1ccc(Nc2nc(N/N=C/c3cn[nH]c3-c3ccccc3)nc(Nc3ccccc3)n2)cc1,98,121,101,141,103,105,110,105,116
CCCCCCCCCCCCC1CCC(=O)O1 (configuration not stated),100,91,75,98,95,95,90,92,104
COC(=O)C1=C(C(=O)OC)C23C=C(C)C1C2=C(C)C1(CC1)[C@@](C)(O)C3=O (some centres not stated),30,-0.5*,-9.7*,-52*,5.3*,-56*,78,7.0*,-22*
Cc1nc2c(nnn2-c2ccccc2)c2nc(-c3ccccc3)oc(=O)c12,118,113,103,115,101,99,109,101,116
CCCCCCc1ccc(O)c(Cl)c1,105,110,102,106,105,86,108,100,101
COc1cc(-c2c(C#N)c(-c3ccc(C)cc3)nc3c2c(-c2ccccc2)nn3-c2ccccc2)ccc1O,101,115,97,110,84,104,98,96,105
Cc1cc(=O)oc2cc(OS(=O)(=O)N(C)C)ccc12,104,102,100,109,107,99,100,103,107
CCN(CC)CCOc1ccc(/C(=C(/C)c2ccccc2)c2ccc(OC(C)=O)cc2)cc1,102,67,100,113,79,x,96,80,103
C1=C(c2ccccc2)n2cnc3ncnc(c32)S1,101,104,105,106,106,77,90,100,102
COc1cc(C(=O)c2c(N)c(C#N)cn2-c2ccc(Cl)cc2Cl)cc(OC)c1OC,102,107,101,110,100,98,111,92,105
CC(C)(C)C1=CC(=C2C=C(C(C)(C)C)C(=O)C(C(C)(C)C)=C2)C=C(C(C)(C)C)C1=O,90,103,98,97,97,48,95,96,x
Cn1ccnc1C(=O)/C=C/c1ccc(CC(=O)NC2CCCCC2)cc1,29,15,61,68,21,3.4*,23,33,100
Cc1ccc2c(c1)nc(-c1ccccc1)n2CC(=O)N=Nc1c(O)[nH]c2ccccc12,100,122,92,110,87,169,109,90,124
Cc1cc(-c2ccccc2)n(N2NN=NC2(C)c2cccc(Cl)c2)c(=S)n1 (configuration not stated),98,90,99,111,97,65,93,91,92
O=C1CC2(CCCC2)Oc2cccnc21,101,102,93,111,102,93,117,103,106
NC(N)=NCCCCNC(=O)/C(Cc1ccc(O)c(Br)c1)=N/O,102,108,105,123,103,80,103,103,103
O=c1[nH][n+](-c2ncn[nH]2)no1,101,100,103,112,107,78,99,108,104
COc1ccc(-n2c(-c3csc(NC(C)=O)n3)n[nH]c2=S)c(OC)c1,103,95,x,119,100,102,97,107,99

# An excerpt from above in order of heavy-atom count, rising.
molecule,KM12,HT29,NCI-H322M,COLO 205,HCT-116,SNB-75,SW-620,HCT-15,HCC-2998
O=C1CC2(CCCC2)Oc2cccnc21,101,102,93,111,102,93,117,103,106
CCOC(=O)N1c2ccccc2C=CC1C#N (configuration not stated),105,108,95,102,105,89,106,105,98
Cc1nc2c(nnn2-c2ccccc2)c2nc(-c3ccccc3)oc(=O)c12,118,113,103,115,101,99,109,101,116
Cc1ccc2c(c1)nc(-c1ccccc1)n2CC(=O)N=Nc1c(O)[nH]c2ccccc12,100,122,92,110,87,169,109,90,124
COc1cc(-c2c(C#N)c(-c3ccc(C)cc3)nc3c2c(-c2ccccc2)nn3-c2ccccc2)ccc1O,101,115,97,110,84,104,98,96,105

# Going on with the list.
molecule,KM12,HT29,NCI-H322M,COLO 205,HCT-116,SNB-75,SW-620,HCT-15,HCC-2998
CNC(=O)c1c(I)c(NC(C)=O)c(I)c(C(=O)O)c1I,109,103,x,118,121,87,102,105,106
c1ccc(-c2cc(-c3nnc(SCCN4CCOCC4)n3-c3ccccc3)c3ccccc3n2)cc1,100,111,97,111,99,91,103,98,112
CCOC(=O)CCCC(=O)C(CCc1cccc2ccccc12)(C(=O)OCC)C(=O)OCC,111,105,100,111,90,90,88,95,108
O=C1CNC(=S)N1,131,97,110,121,106,96,116,105,106
Brc1cnc(OCc2ccccc2)nc1OCc1ccccc1,101,103,122,102,93,95,106,99,105
O=C(Oc1cccc(OC(=O)c2ccccc2)c1)c1ccccc1,88,102&80,98&101,104&101,94&89,80&97,103&86,102&73,102&96
CS(=O)(=O)c1ccc(/C(=N\NC(N)=S)c2ccccc2)cc1,103,104,101,120,101,93,101,99,100
COc1cc2c(=O)n3c4c(cccc4c2cc1OC)CC3,104,90,116,125,92,68,107,94,102
Nc1nc(Nc2ccccc2)c2ncn(Cc3cc4c(cc3Br)OCO4)c2n1,12,-34*,30,-38*,7.8*,19,20,6.7*,23
CCOC(=O)c1cn2ncnc(Oc3ccc(NC(=O)Nc4ccc(Cl)c(C(F)(F)F)c4)cc3)c2c1C,63,93,107,96,88,60,93,85,117
Cc1ccc(/C=C/C(=O)c2ccc(O)c(CN3CCN(c4cc5c(cc4F)c(=O)c(C(=O)O)cn5C4CC4)CC3)c2)cc1,73,27,71,95,22,35,35,41,81
COc1ccc(C2Sc3ccccc3NC3=C2C(=O)c2ccccc23)cc1 (configuration not stated),84,81,94,90,76,95,107,103,112
CCOC(=O)C1OC2(CCCC2)OC1C(=O)OCC (configuration not stated),104,99,94,111,98,104,113,106,104
CCOC(=O)C[C@@H]1C(=O)N2CC[C@@]3(C(=O)Nc4ccc(Br)cc43)[C@@H]2C[C@H]1C(=O)OCC,100,113,100,111,103,x,99,95,107
CN1CCN(CC(=O)Nc2ccc(-c3nc4ccccc4s3)cc2)CC1,86,40,78,40,71,73,102,53,77
C=CC1(O)CCCCC1,116,105,103,108,105,97,92,103,102
NC(=S)n1nc(N)c(N=Nc2ccc(S(=O)(=O)N=C(N)N)cc2)c1N,99,105,96,113,102,97,104,99,106
CNC(=S)N/N=C(/C)CCc1c(C)nn(C(=S)NC)c1C,102,98,94,105,60,76,94,99,108
O=c1c2ccccc2nc(CN2CCCCC2)n1/N=C/c1ccccc1,104,109,101,106,105,90,98,100,99
CCOC(=O)C(Cl)C(c1ccccc1)c1ccccc1 (configuration not stated),85,79,94,98,80,96,97,84,96
CCOC(=O)c1cc(-c2ccc(OC)cc2)nc2ccccc12,94,83,104,106,100,63,94,87,112
CC(=O)Nc1ccc(N)cc1N,117,106,113,136,114,95,109,102,108
O=C(O)c1ccc(C(=O)O)c(O)c1O,111,112,128,112,99,108,105,121,106
O=C(/C=C/Nc1ccc2oc(=O)ccc2c1)c1cc2cc(Br)ccc2oc1=O,111,103,104,131,101,x,105,102,113
CC1CC(c2c(O)cc(O)c3c(=O)c(O)c(-c4ccc(O)cc4)oc23)NC1=O (configuration not stated),101,80,87,113,102,105,102,104,91
O=C(Nc1ccc(CN2CCc3nc4cc(O)c(O)cc4cc32)cc1)Nc1ccc(Cl)c(Cl)c1,102,101,99,114,102,77,101,101,109
N#Cc1nc(-c2ccccc2)oc1N1CC[C@H](CO)C1,100,105,94,108,97,93,102,91,99
Nc1nc2ccc(-c3nc4ccc5[nH]ncc5c4c4c3CCC4)cc2s1,25,8.1*,26,-2.7*,16,x,6.9*,11,51
C=C1C(=O)O[C@H]2[C@H]1CC/C(COC(=O)c1cccnc1N)=C\CC[C@@]1(C)O[C@@H]21,13,-10*,87,-77*,3.9*,66,4.1*,1.0*,35
CCC(C)CC(C)C(=O)c1c(O)ccn(OC)c1=O (configuration not stated),102,124,69,109,48,88,62,30,96
CCOc1ccccc1/C=C1\CCc2ccccc2C1=O,89,95,94,139,80,92,96,84,104
NCCNCc1ccncc1,108,116,105,115,105,98,106,100,107
COC(=O)c1ccccc1SSc1ccccc1C(=O)OC,110,106,107,110,79,85,91,88,113
O=C(CC(O)(C(F)(F)F)C(F)(F)Cl)CC(O)(C(F)(F)F)C(F)(F)Cl (configuration not stated),92,95,101,111,103,93,106,101,98
Cn1c[n+](C)ccc1=O,107,109,97,103,99,79,105,106,112
C#C[C@]1(O)CC[C@H]2[C@@H]3CC=C4c5sc(-c6cccc(Br)c6)nc5CC[C@]4(C)[C@H]3CC[C@@]21C,64,83,73,118,84,59,88,62,85
O=S(=O)(NCCNc1nccc(-n2ccc3cccnc32)n1)c1ccc(F)cc1,84,102,99,109,106,x,102,101,111
NS(=O)(=O)c1ccc(NC(=S)NC(=O)c2ccccc2)cc1,101,94,93,117,93,80,105,97,107
CC[C@H](C)C(NC(=O)[C@@H](NC(=O)[C@@H]1CCCN1C(=O)CNC(=O)[C@H](C)NC(=O)OCc1ccccc1)C(C)C)C(=O)OC (some centres not stated),106,109,110,102,104,81,102,110,109
CCOC(=O)/C(C#N)=C\c1ccc(Cl)c(Cl)c1,111,101,104,108,108,97,113,100,101
O=C1CCc2c(sc3[nH]c(=S)n(-c4cc(C(F)(F)F)cc(C(F)(F)F)c4)c(=O)c23)C1,-70*,0.7*,9.3*,-80*,3.3*,-8.0*,18,-43*,-49*
CC(=O)N1N=C(c2ccc(Nc3nc(Nc4ccc(F)cc4)nc(Nc4ccc(F)cc4)n3)cc2)CC1c1cccc([N+](=O)[O-])c1 (configuration not stated),104,49,86,85,93,22,97,92,54
C=CCOC(=O)C1=C(C)NC(=O)NC1c1c(Cl)n(C)c2ccccc12 (configuration not stated),102,110,97,111,93,98,99,100,104
O=C1CCCc2nc3ccccc3c(/C=C/c3ccc(F)cc3)c21,103,87,100,115,101,89,102,94,124
Cc1occc1-c1nnc(SCC(=O)Nc2ncc(Cc3ccccc3)s2)n1N1C(=O)CSC1=S,100,112,102,107,103,79,108,96,115
CNC(=O)c1cc(Oc2ccc3c(c2)sc2nc(-c4ccc(NC(=O)Nc5ccc(Cl)c(C(F)(F)F)c5)cc4)cn23)ccn1,84,67,x,90,73,67,103,71,102
CCCCN(CCCC)C(=N)c1c2ccccc2nc2ccccc12,98,60,101,78,57,91,91,94,107
N#CCCNC(N)=O,108,99,113,101,94,114,103,94,106
COc1ccc(-c2nc(SCc3nc4ccccc4[nH]3)nc(Nc3ccccc3)c2C#N)cc1,95,80,93,106,74,68,92,91,104
COC(=O)C1(CC(=O)c2ccc(N3CCN(c4ccc(C(=O)CC5(C(=O)OC)NC(=S)NC(=O)C5C#N)cc4)CC3)cc2)NC(=S)NC(=O)C1C#N (configuration not stated),112,115,112,134,120,156,130,107,124
O=C1CCC/C=C\C[C@H]2C=CC(=O)/C2=C/C[C@H](C/C=C\CC(F)(F)F)O1,-71*,-29*,18,-44*,-51*,69,-16*,-5.6*,-84*
COc1cc(OC)c2ccc(=O)oc2c1,99,x,107,107,109,85,101,96,95
CCCC(O)c1ccc(C)cc1 (configuration not stated),97,112,99,109,98,99,105,104,105
CCNc1ccc(Cc2ccc(NCC)c(C)c2)cc1C,89,91,92,x,93,96,94,87,93
CC(C)=CCCC(C)c1ccc(C)c2c1OCN(CCCCCO)C2 (configuration not stated),104,27,102,90,69,86,95,94,73
CCOC(=O)C(C=O)(C=O)c1ccccc1,x,101,117,119,105,x,99,99,99
O=c1/c(=C/c2c[nH]c3ccccc23)sc2nc3ccccc3n12,103,103,90,109,97,96,105,102,105
CCOC(=O)/C(C#N)=C/c1cccc2ccc3ccccc3c12,95,75,91,99,95,96,100,91,102
NC(N)=Nc1nc2ccc(Cl)cc2[nH]1,103,107,112,109,93,84,106,106,104
